From PubChem BioAssay
UHRF1 binding – UHRF1 methylated DNA binding inhibitors, primary screen, counter-screen for MBD2 inhibitor project, biochemical, TR-FRET, human UHRF1, single concentration; E3 ubiquitin-protein ligase UHRF1 (Homo sapiens), Q96T88; UHRF1 binding to methylated oligo; inhibition, % at 4.4 µM; 0.75% of 370,000 active; AID 687016, 2013; in the data active = inhibition above about 21%;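 also: UHRF1 SRA domain binding a hemimethylated CpG hairpin DNA probe; 0% = median of test compound wells and 100% = reference inhibitor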
PLC-beta3 inh – human PLC-beta3 inhibitors, primary screen, biochemical, fluorescence; 1-phosphatidylinositol 4,5-bisphosphate phosphodiesterase beta-3 (Homo sapiens), Q01970; 0.18% of 370,000 active; inhibition, % at 12.2 µM; Purified PLC-beta3, fluorogenic substrate; in the data active = inhibition above about 11%;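 also: 0% = median of compound wells on plate and 100% = full blocker control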
KLK7 zymogen act – proKLK7 zymogen activators, primary screen, biochemical, fluorescence intensity | purified proKLK7, EDANS-DABCYL substrate fluorescence; 100% is mature enzyme control, 0% vehicle | 0.9% of 370,000 active | activation, % at 7 µM | Kallikrein-7 (Homo sapiens), P49862;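 active = activation above the mean of all tested compounds plus 3 SD, computed per campaign excluding outliers beyond control limits, cut at about 13% in these data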
Target sequence (P49862 whole entry, looked up): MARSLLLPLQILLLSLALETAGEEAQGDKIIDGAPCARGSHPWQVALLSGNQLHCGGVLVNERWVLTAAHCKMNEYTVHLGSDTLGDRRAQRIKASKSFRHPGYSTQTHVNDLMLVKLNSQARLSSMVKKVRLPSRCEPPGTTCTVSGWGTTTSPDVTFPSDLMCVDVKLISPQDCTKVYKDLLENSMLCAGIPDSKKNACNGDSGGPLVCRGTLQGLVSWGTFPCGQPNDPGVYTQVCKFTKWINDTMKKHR
ADAM17 inh – ADAM17 inhibitors, primary screen, biochemical, QFRET; Disintegrin and metalloproteinase domain-containing protein 17 (Homo sapiens), P78536; recombinant ADAM17, EDANS/DABCYL FRET peptide cleavage; inhibition, % at 6.95 µM; 0.83% of 370,000 active; AID 720648, 2013;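 active = inhibition above the mean of compounds lying between control limits plus 3 SD, set per campaign, cut at about 8.5% in these data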;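 also: 0% = DMSO-only wells as the low control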
Target sequence (P78536 215-824 limits assumed): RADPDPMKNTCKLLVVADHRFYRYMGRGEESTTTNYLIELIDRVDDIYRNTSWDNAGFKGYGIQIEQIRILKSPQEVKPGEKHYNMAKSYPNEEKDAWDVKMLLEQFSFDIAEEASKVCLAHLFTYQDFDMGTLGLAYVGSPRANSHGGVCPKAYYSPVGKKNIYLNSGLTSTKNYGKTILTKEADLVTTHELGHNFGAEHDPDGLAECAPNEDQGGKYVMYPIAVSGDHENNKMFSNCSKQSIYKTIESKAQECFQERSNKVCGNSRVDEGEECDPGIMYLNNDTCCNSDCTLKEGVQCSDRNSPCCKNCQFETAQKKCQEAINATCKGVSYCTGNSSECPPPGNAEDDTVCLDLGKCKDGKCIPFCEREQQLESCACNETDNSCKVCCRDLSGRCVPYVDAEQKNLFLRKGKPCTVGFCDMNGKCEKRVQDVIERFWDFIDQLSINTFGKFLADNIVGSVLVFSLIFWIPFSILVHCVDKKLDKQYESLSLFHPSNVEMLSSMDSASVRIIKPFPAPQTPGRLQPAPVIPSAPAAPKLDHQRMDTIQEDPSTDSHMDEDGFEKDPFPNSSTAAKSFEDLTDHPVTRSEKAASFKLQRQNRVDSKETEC
Tn7 DDE FP – inhibitors of Tn7 peptide binding to fibrin DD(E), primary screen, biochemical, fluorescence polarization, human fibrin, Tn7 probe | Fibrinogen beta chain (Homo sapiens), P02675 | FP displacement of FITC-Tn7 peptide from fibrin DD(E); 0% = median of compound wells per plate | inhibition, % at 8.3 µM | 0.13% of 370,000 active | AID 720508, 2013;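 active = inhibition above the mean of compounds falling within the control limits plus 3 SD of them, cut at about 14% in these data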;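 also: 0% = plate median of compound wells and 100% = 10 µM Aha-Tn7 peptide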
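Assay system: human fibrin DD(E) protein / Input: 2 µM fibrin DD(E) / Benchmarks: high control of 10 µM Aha-Tn7 peptide / Measured by: fluorescence polarization of the labelled Tn7 tracer / Medium: Tris buffer with calcium and detergent, pH 7.8 / Timing: 10 min compound pre-incubation, 3 h probe incubation at room temperature / Repeats: one replicate per compound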
MBD2 DNA inh – inhibitors of MBD2 binding to methylated DNA, primary screen, biochemical, TR-FRET, DNA-binding domain, human; Methyl-CpG-binding domain protein 2 (Homo sapiens), Q9UBB5; MBD2 binding to methylated oligonucleotide; inhibition, % at 4.4 µM; 0.31% of 370,000 active; AID 686964, 2013; in the data active = inhibition above about 13%
ARFGAP1 inhibitor – inhibitors of rat ARFGAP1 GAP activity, primary screen, biochemical, fluorescence polarization, GDP tracer. Arfgap1-stimulated ARF1 GTP hydrolysis, GDP FP detection. ADP-ribosylation factor GTPase-activating protein 1 (Rattus norvegicus), Q62848. 0.26% of 360,000 active. inhibition, % at 16.5 µM;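 active = inhibition above a per-plate limit, mean inhibition of low control wells plus 3 SD, cut at about 25% in these data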;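 also: 0% = DMSO wells with enzyme and 100% = wells lacking Arfgap1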
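system = rat Arfgap1 catalytic domain, aa 1-136 | technique = FP, GDP Alexa 633 tracer displaced from anti-GDP antibody, 620/688 nm | compound = one concentration, 16.5 µM, DMSO 1.26% | medium = HEPES-based buffer, pH 7.5 | timing = compound-enzyme preincubation 20 min, reaction 120 min, detection 60 min, 25 °C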
PLC-gamma1 inh – PLC-gamma1 enzyme inhibitors, primary screen, biochemical, fluorescence, purified enzyme | 1-phosphatidylinositol 4,5-bisphosphate phosphodiesterase gamma-1 (Homo sapiens), P19174 | fluorogenic substrate | inhibition, % at 12.2 µM | 0.84% of 370,000 active; in the data active = inhibition above about 9.5%
Tn6 DDE FP – inhibitors of Tn6 peptide binding to fibrin DD(E), primary screen, biochemical, fluorescence polarization, human fibrin, Tn6 probe; inhibition, % at 8.3 µM; AID 720509, 2013; 0.21% of 370,000 active; Fibrinogen beta chain (Homo sapiens), P02675; Fibrin DD(E) TRITC-Tn6 fluorescence polarization displacement;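 active = inhibition above a per-campaign cutoff: mean of compounds within control limits plus 3 SD, cut at about 15% in these data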;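 also: 0% = median of all compound wells on the plate and 100% = blocking peptide control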
ASAP1 GAP inh – inhibitors of human ASAP1 ArfGAP activity, primary screen, biochemical, fluorescence polarization; ASAP1-stimulated ARF1 GTP hydrolysis, GDP FP detection; 0.19% of 360,000 active; inhibition, % at 16.5 µM; in the data active = inhibition above about 25%;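 also: 0% = vehicle with enzyme and substrate and 100% = no enzyme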
An asterisk follows results filed as active; i = inactive; nt = not tested or not shown.

SMILES	UHRF1 binding	PLC-beta3 inh	KLK7 zymogen act	ADAM17 inh	Tn7 DDE FP	MBD2 DNA inh	ARFGAP1 inhibitor	PLC-gamma1 inh	Tn6 DDE FP	ASAP1 GAP inh
COc1ccc(/C(C)=N/N=C2/NC(=O)CC(C(=O)O)S2)cc1 (stereo unspecified)	-1	-5	-0.1	-2	-6	-4	0	-4	4	-4
CN(C)c1ccc(-c2nnc(SCC3CCCO3)n2C)cc1 (stereo unspecified)	1	-4	-0.2	-6	2	4	-1	-3	-4	15
COc1cc(C)c(CN2CCCCC2CO)cc1C (stereo unspecified)	2	2	-1.0	1	-1	-3	-7	0	-1	-9
Cc1ccccc1NC(=O)NC1(C(=O)N2CCN(C)CC2)CCCCC1	2	-4	-0.1	-1	6	5	-1	1	1	5
O=C(OCc1nnc(-c2ccccc2)o1)c1ccc(Cl)cc1	5	3	-0.2	-1	0	-1	0	3	-3	10
CCOC(=O)c1c(NC(=S)N2CCN(C)CC2)sc2c1CCN(C(=O)OCC)C2	0	-5	0.6	-5	-9	0	-7	3	0	-14
COc1ccccc1CCNC(=O)C(=O)NCC1OCCN1S(=O)(=O)c1cc(F)ccc1F (stereo unspecified)	0	-21	1.7	-3	-1	1	-3	-8	-2	-5
CCc1ccc(N=C2NC(=O)CS2)cc1	-1	-1	-0.9	-3	2	-3	-9	8	4	-8
CCCOc1ccc2cc(-c3ccccn3)c(=O)oc2c1	-4	i	25*	i	-2	0	5	i	3	-6
CCCCCCCCN1C(=O)[C@@H](CC(=O)NCc2cccs2)C[C@@]2(C(=O)OC)C1=C[C@H](C1CCCC1)O[C@@H]2C	6	1	0.3	-4	9	3	6	-1	3	-2
COc1ccccc1Cn1c(=O)c2ccccc2n2c(SCc3csc(C)n3)nnc12	0	2	-0.2	-2	-2	-1	-6	0	-2	-12
Cc1cccc2cc(CN(Cc3ccco3)C(c3nnnn3CCc3ccccc3)C(C)C)c(=O)[nH]c12 (stereo unspecified)	0	-5	0.6	2	-1	6	3	-1	-5	-3
COC(=O)c1cc2c(ccc3ccccc32)oc1=O	-19	i	65*	i	-9	-4	2	i	1	-11
CC(C)Oc1cccc(C(=O)Nc2ncn[nH]2)c1	4	-2	0.1	-1	0	-1	-1	3	-1	3
Cc1ccc(C(=O)OC(C)C(=O)NC(C)CCc2ccccc2)o1 (stereo unspecified)	-5	-3	1.1	-3	-3	3	-8	2	0	-10
O=C(c1ccccc1)c1cccn1CC(=O)N1CCN(c2ccc(F)cc2)CC1	-1	3	-0.4	1	-5	-4	-5	3	-11	0
Cc1ccc(NC(=O)CSc2nc(C)c(Cc3ccccc3)c(=O)[nH]2)cc1C	0	1	0.4	2	-1	1	8	3	2	-2
O=C(O)C1CC=C(Cl)CC1C(=O)NCc1ccccc1 (stereo unspecified)	-3	-1	0.0	-5	-3	-4	3	-12	0	-2
COc1ccc(/C=C2\CC/C(=C\c3ccc(OC)cc3OC)C2=O)c(OC)c1	3	-119	-0.7	-7	2	3	8	-78	9	-15
Cc1ccc(C)c(C(C)NC(=O)c2ccccc2Br)c1 (stereo unspecified)	22*	0	0.5	-2	0	0	12	1	-1	-9
CSCCC(NC(=O)c1ccc([N+](=O)[O-])cc1Cl)C(=O)OC(C)C(=O)NCc1ccco1 (stereo unspecified)	4	-5	-0.2	-4	-2	5	0	2	1	-1
CS(=O)(=O)Nc1ccc(S(=O)(=O)NCCc2ccccc2)cc1	0	3	0.3	-6	7	-3	-7	-1	5	5
O=C1C=C(N2CCN(c3ccccn3)CC2)C(=O)c2c(O)ccc(O)c21	-4	0	1.5	-3	1	-4	-9	-6	6	-7
CCOc1ccc(CNC(=O)CCn2c(=O)oc3ccccc32)cc1OC	-1	5	0.0	0	0	1	13	3	-1	12
COc1ccc(CN(CCCn2cnc3c(OC)ncnc32)CCCn2cnc3c(OC)ncnc32)cc1	0	2	0.4	-5	3	3	-9	-1	6	-1
CCOc1ccc2c(c1)c(N=NC(=N)N)c(O)n2C	-7	5	-0.1	2	-2	-8	2	5	1	-15
O=C(c1cnn2c(C(F)F)cc(-c3ccccc3)nc12)N1CCc2ccccc2C1	-1	-305	-2.5	-13	-2	1	0	-256	-11	-9
CCCCNC(=O)Nc1cnn(CC)c1C(N)=O	0	0	0.4	-1	3	-5	6	0	7	-2
OC(c1ccccc1)(c1ccccc1)C1CCN(CCCNc2cccc(OC(F)(F)F)c2)CC1	3	3	0.2	4	1	3	nt	3	13	nt
O=c1[nH]nc(SCc2ccccc2)c(=O)[nH]1	2	0	-0.8	-2	9	-2	8	0	6	-3
CCC(C)NC(=O)C1CCCCN1S(=O)(=O)c1ccc(F)cc1 (stereo unspecified)	2	-5	-0.3	-2	3	6	-10	-3	2	-5
Cc1ccc(/C=N/n2c(-c3ccncc3)n[nH]c2=S)o1	0	1	-0.1	0	8	-5	10	3	-4	-7
CCN(CC)S(=O)(=O)c1ccc(-c2csc(C)n2)s1	0	-7	0.0	-4	5	-3	1	1	3	-14
CC(C)C(=O)Nc1ccccc1N1CCN(S(C)(=O)=O)CC1	2	1	0.4	-2	-2	2	-14	-2	11	2
COc1ccc(NC(C#N)c2ccc(OC)cc2)cc1 (stereo unspecified)	-4	2	0.7	-3	-3	-4	3	-1	7	5
COc1ccc(CC(=O)Nc2cccc(-c3nnc(-c4ccc(C)cc4)o3)c2)cc1OC	5	-1	0.1	-5	7	4	2	2	4	6
CN(CC(=O)Nc1ccc(Cl)c(Cl)c1)C(=O)CNC(=O)C1CCCCC1	1	-8	-0.1	-6	1	-6	3	1	-7	12
CCCn1c(N)c(C(=O)CSc2nnc(-c3cccs3)n2C2CC2)c(=O)[nH]c1=O	0	3	0.6	0	-3	-2	0	1	-3	19
Cc1c(Cl)cccc1NC(=O)COC(=O)CN1C(=O)NC(C)(C)C1=O	0	-7	-0.5	-5	2	0	0	1	6	-12
Cn1c(CC(=O)Nc2ccccc2F)nnc1SCC(=O)NC1CCCCC1	3	-7	-0.7	-4	0	1	-11	1	-6	0
CCn1c(NN)nc2sc3c(c2c1=O)CCC3	-1	-1	0.7	-5	3	1	0	-2	0	-1
NS(=O)(=O)c1ccc(NC(=O)CSc2nnc3n2CCCCC3)cc1	-3	-6	0.0	-4	6	0	-4	1	6	-11
COc1cc(OC)c2c(OC)cccc2n1	0	-7	1.2	-9	-3	0	0	-9	2	-11
Cc1ccc2oc(=O)c3cc(C(=O)NCCCN4CC(C)CC(C)C4)sc3c2c1 (stereo unspecified)	-12	-12	-0.9	-23	-2	-4	5	-4	-1	7
COC(=O)c1ccc(CSc2nnc3c(n2)[nH]c2ccccc23)cc1	1	-1	-0.5	-7	-3	7	8	1	0	2
CCC(C)(C)NC(=O)CN(C(=O)c1snc(C(N)=O)c1N)c1ccc2c(c1)OCCO2	0	-2	-0.3	-3	6	-3	-14	-3	7	5
COc1ccc(OC)c(N(CC(=O)NCc2ccccc2)S(=O)(=O)c2ccc(OC)c(OC)c2)c1	-2	-1	0.1	0	-5	-3	-6	-2	-3	-3

A draw from above in order of count of non-hydrogen atoms, lowest first:
SMILES	UHRF1 binding	PLC-beta3 inh	KLK7 zymogen act	ADAM17 inh	Tn7 DDE FP	MBD2 DNA inh	ARFGAP1 inhibitor	PLC-gamma1 inh	Tn6 DDE FP	ASAP1 GAP inh
CCN(CC)S(=O)(=O)c1ccc(-c2csc(C)n2)s1	0	-7	0.0	-4	5	-3	1	1	3	-14
COc1ccc(/C(C)=N/N=C2/NC(=O)CC(C(=O)O)S2)cc1 (stereo unspecified)	-1	-5	-0.1	-2	-6	-4	0	-4	4	-4
COC(=O)c1ccc(CSc2nnc3c(n2)[nH]c2ccccc23)cc1	1	-1	-0.5	-7	-3	7	8	1	0	2
Cc1ccc(NC(=O)CSc2nc(C)c(Cc3ccccc3)c(=O)[nH]2)cc1C	0	1	0.4	2	-1	1	8	3	2	-2
Cc1ccc2oc(=O)c3cc(C(=O)NCCCN4CC(C)CC(C)C4)sc3c2c1 (stereo unspecified)	-12	-12	-0.9	-23	-2	-4	5	-4	-1	7
COc1ccccc1CCNC(=O)C(=O)NCC1OCCN1S(=O)(=O)c1cc(F)ccc1F (stereo unspecified)	0	-21	1.7	-3	-1	1	-3	-8	-2	-5
